Screening data from PubChem.
Diaph act CS: diaphorase activation or chemical reduction counter-screen; hit rate 0.005% among 190,000; activation factor at 20 µM; Diaphorase/resazurin coupled assay, resorufin fluorescence, 16 min; stronger effect = higher value; 1 = vehicle wells, 0 = NADH-free wells;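 active means diaphorase activity raised at least twofold by the compound at 20 µM; inactive means activation factor below 2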
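Material: purified diaphorase enzyme from Clostridium kluyveri; Also added: 0.114 mM NADH and 0.1 mM resazurin, final amounts; Doses: single compound dose of 20 µM, 1% DMSO final; Times: 16 min enzyme reaction, ambient temperature; Detection: resorufin fluorescence, excitation 544 nm, emission 590 nm; Measure: increased resorufin signal from activators or reducing compounds.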
FLuc act counter: affects firefly luciferase, flagging false hits in luciferase stimulation screens | P08659 | ATPlite luciferase biochemical, luminescence, 10 min; 0 = ATP-free wells, 1 = DMSO control | activation factor at 10 µM | 200,000 tested, under 10 active | AID 1027;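 active means luciferase activation factor, scaled between plate controls, of at least 2 with compound at 10 µM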
Target sequence (P08659 whole entry, looked up): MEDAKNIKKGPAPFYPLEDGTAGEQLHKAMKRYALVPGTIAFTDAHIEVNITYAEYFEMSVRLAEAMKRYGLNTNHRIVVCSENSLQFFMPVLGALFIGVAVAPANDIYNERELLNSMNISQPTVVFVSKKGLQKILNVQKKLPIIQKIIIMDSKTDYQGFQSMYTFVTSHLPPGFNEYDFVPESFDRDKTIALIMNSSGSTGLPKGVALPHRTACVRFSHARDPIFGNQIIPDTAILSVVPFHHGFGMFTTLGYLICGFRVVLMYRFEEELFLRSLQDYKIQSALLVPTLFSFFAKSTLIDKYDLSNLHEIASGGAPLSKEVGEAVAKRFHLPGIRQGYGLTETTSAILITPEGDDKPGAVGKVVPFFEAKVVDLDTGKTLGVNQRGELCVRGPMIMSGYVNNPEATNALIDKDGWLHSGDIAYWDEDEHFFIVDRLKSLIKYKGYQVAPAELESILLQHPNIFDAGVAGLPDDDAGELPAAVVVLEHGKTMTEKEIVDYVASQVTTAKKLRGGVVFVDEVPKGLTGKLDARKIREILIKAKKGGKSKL
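System: luciferase plus luciferin reagent, cell-free; medium: PBS as buffer for the ATP substrate; dosing: test compounds dosed from 2 mM stocks in 100% DMSO; timing: 10 min post-reagent at room temperature; measured by: luminescence measurement of luciferase light output; evaluation: luciferase activation, seen as luminescence increase over controls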
PMI activator: increases human mannose-6-phosphate isomerase activity; P34949; purified human PMI, coupled resazurin fluorescence, 20 min; stronger effect = higher value; 1 = vehicle control, 0 substrate-free wells; hit rate 0.005% among 190,000; activation factor at 20 µM;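 active means activation factor of 2 or more at 20 µM, relative to plate controls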
HMGR II inh: inhibitors of class II HMG-CoA reductase from Enterococcus faecalis. purified E. faecalis HMGR, NADPH absorbance 340 nm kinetic. inhibition, % at 10 µM. hit rate 0.41% among 190,000. AID 1066;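 active means inhibition above a set limit, the median over all tested compounds plus 3 SD, cut at about 9.5% in these data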;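 further: enzyme runs in reverse so mevalonate oxidation gives rising NADPH absorbance; 0% = complete reaction with DMSO and 100% = background rate lacking mevalonate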
TNAP act hi DEA: TNAP (human) activation, high acceptor. P05186. purified TNAP, CDP-star luminescence, 1 M DEA, 30 min; stronger effect = higher value; 0 = EDTA background, 1 = DMSO-only activity. activation factor at 20 µM. 200,000 tested, under 10 active;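 active means activation factor at least 2 at 20 µM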
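Assay system: human TNAP; Input: enzyme diluted 1/800 final; Reagent: CDP-star luminogenic substrate at 100 µM final; Timing: 30 min, room temperature; Signal: luminescence; Evaluation: TNAP activation factor scaled between EDTA and DMSO control wells.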
PMI act hi M6P: PMI (human) activation, high substrate | P34949 | coupled PMI enzyme assay, resazurin fluorescence, 20 min; stronger effect = higher value; 1 = untreated enzyme, 0 = substrate-free blank | activation factor at 20 µM | hit rate 0.34% among 190,000;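 active means activation factor of 2 or more at 20 µM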
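assay system = human phosphomannose isomerase with PGI, G6PDH, diaphorase coupling enzymes | quantity = 15 ng/mL PMI | incubation = enzyme reaction with compound 20 min at room temperature | medium = HEPES pH 7.4 buffer with MgCl2 and Tween-20 | compound dosing = one concentration, 20 µM, in 1% DMSO | measured by = Diaphorase-driven resazurin-to-resorufin fluorescence, excitation 544, emission 590 nm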
G6PDH CS: inhibits Leuconostoc G6PDH, flagging false hits in G6PDH-based assays; Purified L. mesenteroides G6PDH, diaphorase/resazurin coupled fluorescence, 45 min; inhibition, % at 5 µM; hit rate 0.12% among 200,000; AID 1020; in the data active means inhibition above about 50%
TNAP inh hiacc: inhibitors of human TNAP at high phosphate acceptor concentration; P05186; purified TNAP, CDP-star luminescence, 1 M DEA; inhibition, % at 20 µM; hit rate 0.03% among 200,000;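 active means over 50% inhibition of tissue-nonspecific alkaline phosphatase at 20 µM in the single-dose screen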;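 further: plate controls were DMSO wells for no effect and EDTA-quenched wells as full inhibition for full effect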
TNAP inh no acc: inhibitors of human TNAP without phosphate acceptor; purified TNAP, CDP-star luminescence, 30 min; P05186; hit rate 0.26% among 200,000; inhibition, % at 20 µM; AID 1012;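 active means tissue-nonspecific alkaline phosphatase inhibition above about 50% at 20 µM in the single-dose screen, limit read from the data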;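 further: 0% = DMSO negative control and 100% = EDTA positive control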
Diaph inh CS: diaphorase inhibition or chemical oxidation counter-screen | diaphorase resazurin-to-resorufin fluorescence, NADH, 16 min; bacterial (C. kluyveri) enzyme, not human | inhibition, % at 20 µM | hit rate 0.69% among 190,000 | AID 1217;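 active means primary screen inhibition at 20 µM above a set limit, cut at about 50% in these data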;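 further: plate controls were DMSO with full reaction for no effect and wells lacking NADH for full effect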
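Assay system: diaphorase enzyme from Clostridium kluyveri. Quantity: enzyme working solution with 0.14 U/mL diaphorase. Schedule: reaction incubation of 16 min at room temperature. Technique: resorufin fluorescence, excitation 544 nm, emission 590 nm. Controls: No-NADH positive control and DMSO neutral control.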
* hit, by the source's call.

No.	mol	Diaph act CS	FLuc act counter	PMI activator	HMGR II inh	TNAP act hi DEA
1	O=C(c1cc(-c2ccc(Cl)cc2Cl)on1)N1CCN(C(=O)c2ccco2)CC1	0.9	0.8	0.9	2	1
2	C(=Nc1cccc2c(N=Cc3ccco3)cccc12)c1ccco1	0.2	1	0.2	-1	0.9
3	Cc1ccc(NCc2nnc(SCC(=O)Nc3ncc(C)s3)n2Cc2ccco2)c(C)c1	0.9	1.1	1.1	2	1.1
4	NC(=O)CCN1CCN(Cc2cn[nH]c2-c2cccc3ccccc23)CC1	0.9	1	1	-8	1.1
5	O=C(C[n+]1ccc(C(=O)N/N=C/c2ccc(O)cc2)cc1)c1ccccc1	1.1	1	1.1	3	1
6	Cc1cccc(S(=O)(=O)NNC(=O)Cc2cccn2C)c1	0.9	1	1.2	-2	1.1
7	COc1cccc(CCc2nnc(CCC(=O)NC(C)c3c(C)nn(C)c3C)o2)c1 (stereo not drawn)	0.9	1.1	1	2	1.1
8	CC(C)(C)C1CCC(=O)C(C2(O)C(=O)Nc3ccccc32)C1 (stereo not drawn)	0.9	1.1	0.9	-5	1
9	C/C(CC(=O)Nc1ccc(N(C)C)cc1)=N\NC(=O)Cc1csc(N)n1	1	1	1	-4	0.9
10	COc1cc(C2C3=C(CCCC3=O)Nc3[nH]n(-c4ccccc4)c(=O)c32)ccc1O (stereo not drawn)	1.1	1.1	1.1	-7	1
11	COCC(=O)N(CCc1ccc(OC)c(OC)c1)Cc1nc2ccccc2c(=O)[nH]1	0.9	1	0.9	-5	1
12	CCNc1nc(SC(C(C)=O)C(C)=O)nc(N(C)C)n1	0.9	1.1	1	-6	1.1
13	Cc1cc(C)nc(NC(=O)CSc2nnnn2-c2ccccc2)n1	0.9	1	0.9	-6	1
14	COc1ccc(S(=O)(=O)N2CCC(C(=O)N3CCOCC3)CC2)cc1	0.9	1	1	6	1
15	CSC(=NNC(=O)c1ccc(O)cc1)SC	0.9	0.9	1	-1	1

No.	PMI act hi M6P	G6PDH CS	TNAP inh hiacc	TNAP inh no acc	Diaph inh CS
1	0.9	6	0	-4	15
2	0.2	11	6	-7	81*
3	1.1	15	-10	-4	7
4	1	10	-8	18	14
5	1.3	7	0	51*	-13
6	1	4	-7	-12	6
7	1	5	-6	-12	9
8	0.9	-2	-3	-6	14
9	1.1	17	7	-8	5
10	0.9	3	-2	-7	-9
11	0.8	6	-4	-4	14
12	1	-12	-6	-13	5
13	1	1	-4	-12	15
14	1	2	-1	-10	6
15	1.1	11	2	1	8

The listing continues:
No.	mol	Diaph act CS	FLuc act counter	PMI activator	HMGR II inh	TNAP act hi DEA
16	CCCCCC(=O)Nc1ccc2ccccc2c1	0.7	1	0.8	-6	1
17	Cc1cc(N)n(-c2ccc([N+](=O)[O-])cc2)n1	0.9	1.1	1	3	1.1
18	C=CCN(CC(=O)NCC1CCCO1)C(=O)CCC(=O)Nc1cc(C)on1 (stereo not drawn)	1	1	1	5	1
19	COC(=O)C(C)Sc1ccc2nnc(CCNS(=O)(=O)c3ccccc3)n2n1 (stereo not drawn)	0.9	1	1	0	1
20	C=CCn1c2ccccc2c2nnc(SCCCn3c(=O)[nH]c4ccccc43)nc21	0.4	1	0.8	-9	1
21	Cc1cc(/C=N/n2cnnc2)c(C)n1-c1ccc(Cl)cc1Cl	1	1	1	-10	1
22	COCCNC(=O)c1cnn2c(C(F)F)cc(-c3ccccc3)nc12	0.8	1	0.8	1	1.1
23	Cc1noc(C)c1S(=O)(=O)N1CCCC(C(=O)NC2CCCCC2)C1 (stereo not drawn)	1.1	1	1.1	-7	1.1
24	Cc1nnc(C)c2c(C)n(-c3ccc4ncccc4c3)c(C)c12	0.8	1.1	0.8	2	1
25	COc1ccccc1NC(=O)COC(=O)c1ccccc1OCC(=O)Nc1ccc(SC(F)F)cc1	0.9	1	0.9	1	1

No.	PMI act hi M6P	G6PDH CS	TNAP inh hiacc	TNAP inh no acc	Diaph inh CS
16	0.6	9	-1	-15	27
17	1	4	-9	-16	5
18	1.1	13	-4	-12	3
19	0.9	9	-5	-6	14
20	0.8	-26	0	6	57*
21	1	20	-4	-6	-1
22	0.9	16	-5	-9	21
23	1.1	12	-7	-4	-12
24	0.5	38	-4	4	16
25	0.9	2	0	0	13

One compound at a time, from the list above:
CCCCCC(=O)Nc1ccc2ccccc2c1 across the screens: Diaph act CS: 0.7; FLuc act counter: 1; PMI activator: 0.8; HMGR II inh: -6; TNAP act hi DEA: 1; PMI act hi M6P: 0.6; G6PDH CS: 9; TNAP inh hiacc: -1; TNAP inh no acc: -15; Diaph inh CS: 27
Cc1nnc(C)c2c(C)n(-c3ccc4ncccc4c3)c(C)c12 across the screens: Diaph act CS: 0.8; FLuc act counter: 1.1; PMI activator: 0.8; HMGR II inh: 2; TNAP act hi DEA: 1; PMI act hi M6P: 0.5; G6PDH CS: 38; TNAP inh hiacc: -4; TNAP inh no acc: 4; Diaph inh CS: 16

Filtered by structure, the entries above containing an aryl thioether with sulfur outside any ring
No.	mol	Diaph act CS	FLuc act counter	PMI activator	HMGR II inh	TNAP act hi DEA
3	Cc1ccc(NCc2nnc(SCC(=O)Nc3ncc(C)s3)n2Cc2ccco2)c(C)c1	0.9	1.1	1.1	2	1.1
12	CCNc1nc(SC(C(C)=O)C(C)=O)nc(N(C)C)n1	0.9	1.1	1	-6	1.1
13	Cc1cc(C)nc(NC(=O)CSc2nnnn2-c2ccccc2)n1	0.9	1	0.9	-6	1
19	COC(=O)C(C)Sc1ccc2nnc(CCNS(=O)(=O)c3ccccc3)n2n1 (stereo not drawn)	0.9	1	1	0	1
20	C=CCn1c2ccccc2c2nnc(SCCCn3c(=O)[nH]c4ccccc43)nc21	0.4	1	0.8	-9	1
25	COc1ccccc1NC(=O)COC(=O)c1ccccc1OCC(=O)Nc1ccc(SC(F)F)cc1	0.9	1	0.9	1	1

No.	PMI act hi M6P	G6PDH CS	TNAP inh hiacc	TNAP inh no acc	Diaph inh CS
3	1.1	15	-10	-4	7
12	1	-12	-6	-13	5
13	1	1	-4	-12	15
19	0.9	9	-5	-6	14
20	0.8	-26	0	6	57*
25	0.9	2	0	0	13
